Source: PubChem
T cell HTS = modulates CD8 T cell binding to vesicles; 0.068% of 330,000 active; AID 2052; calls only at 7 µM; 2C CD8+ T cell-vesicle binding, flow cytometry; stronger effect = lower value;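 active = response, share of CD8 T cells binding vesicles, and their 90th percentile fluorescence all below set limits, cut at about 80% in these data, passing the limit was not always enough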
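Benchmarks: naked versus QL9-loaded vesicles / Assay system: purified 2C TCR transgenic mouse naive CD8+ T cells / Technique: high-throughput flow cytometry with anti-B7-1 and anti-CD8 staining / Timing: Cell–vesicle co-incubation 1.5 h at 37 °C, staining 20 min on ice / Read-out: percent CD8+ FL2 mean versus row control / Probe or stimulus: QL9-loaded Drosophila micro-vesicles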
PhoP inhibition = inhibitors of PhoP regulon expression, primary screen, Salmonella Typhimurium, GFP reporter (AID 1863) | S. Typhimurium PhoP-regulated promoter GFP reporter, 4 h; higher % means a stronger effect | inhibition, % at 50 µM; hits with a dose series show IC50 in µM | 0.16% of 300,000 active;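 active = inhibition over 29.93%, a cutoff 3 SD above the screen mean, later confirmed by dose response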;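 also: 0% = low Mg2+ inducing control and 100% = high Mg2+ repressing control; strong numbers were not always called active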
Lipid droplet = modulators of hepatic lipid droplet formation. inhibition, % at 6.5 µM. 0.4% of 240,000 active. AML12 mouse hepatocytes, oleate lipid droplets, BODIPY imaging. AID 1656;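 active = lipid droplet intensity inhibited by at least 50%, with more than 500 cells counted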
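System: AML12 hepatocytes (mouse). Probe or stimulus: oleic acid at 100 µM to induce lipid droplet formation. Times: overnight treatment with compound plus oleate. Detection: Image-based BODIPY and DAPI two-channel analysis. Evaluation: percent inhibition of filter-corrected integrated lipid droplet intensity per well.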
Lipid droplet cells 6.5 µM = also measured in Lipid droplet; calls as there; cell count; measured here: cell count, cytotoxicity flag;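 cells counted across two imaged fields per well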
T cell HTS vesicle-bound % = second read-out of T cell HTS, no call of its own (marks repeat the call); double positive events, %; measured here: CD8+ vesicle-bound cell fraction;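 binding gate set so that unloaded-vesicle control wells show 10% double positive cells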
* = called active by the depositor; i = inactive.

mol,T cell HTS,T cell HTS vesicle-bound %,PhoP inhibition,Lipid droplet,Lipid droplet cells 6.5 µM
Cc1nn(C(C)C(=O)NCCCc2ccccc2)c(=O)c2nn(-c3ccccc3)c(C)c12 (stereo not drawn),i,34,12%,-6,704
O=C(O)Cn1c2c(c3ccccc31)CSc1ccc(Cl)cc1-2,i,46,-1%,2,749
CC(Sc1nnc(-c2ccco2)n1C)C(=O)N1C(C)CCCC1C (stereo not drawn),i,9,6%,-10,835
COc1ccc(Cl)cc1NC(=O)CN(C)CC(=O)Nc1cc(OC)c(OC)c(OC)c1,i,63,-6%,-15,726
COc1ccc(-c2cc(C(=O)Nc3cccnc3Cl)no2)cc1,i,37,-7%,-4,744
Cc1cc(OCC(=O)N2CCN(c3ccccn3)CC2)c(C)cc1Br,i,11,2%,2,713
CCOc1ccc(N2CC(C(=O)Nc3nnc(CC)s3)CC2=O)cc1 (stereo not drawn),i,25,-6%,-11,837
O=C(NCCC1=CCCCC1)c1cc(COc2ccc(F)cc2Cl)on1,i,31,-1%,15,673
COc1ccc(-c2nc(CS(=O)CC(=O)NCc3ccc4c(c3)OCO4)c(C)o2)cc1OC (stereo not drawn),i,4,-12%,-11,779
Cc1ccc(N(CC(=O)NCc2ccc(Cl)cc2)S(C)(=O)=O)cc1,i,14,-1%,0,746
CC(=O)Nc1ccc(S(=O)(=O)N2CCCN(c3nc(C)cc(C)c3C#N)CC2)cc1,i,25,-5%,11,825
COCC(=O)N1CCC(Oc2cccc(C(=O)NCc3ccccn3)c2)CC1,i,26,-3%,-16,699
O=C(NCCc1c[nH]c2ccccc12)C1CCC(=O)N(CCc2cccc(F)c2)C1 (stereo not drawn),i,67,-4%,-5,810
Cc1ccc(S(=O)(=O)N(C)c2ccc(OC(=O)c3ccc(N4CCCC4=O)cc3)cc2)cc1,i,8,-3%,15,831
Cc1nnsc1C(=O)NC1CCCc2c1cnn2-c1ccc(C(C)(C)C)cc1 (stereo not drawn),i,35,-5%,-13,786
COc1ccc(CN2CCNC(=O)C2CC(=O)NCC2CCOCC2)c(C)c1C (stereo not drawn),i,11,-3%,1,858
CC(C)(C)CC(=O)Nc1cc2c3c(c1)CCN3C(=O)CC2,i,13,11%,4,768
NCC(O)CN1CCN(Cc2ccccc2)CC1 (stereo not drawn),i,20,-2%,-12,804
COc1ccccc1N1CCN(C(=O)CCCNC(=O)Cn2cnc3sc(C)c(C)c3c2=O)CC1,i,39,-5%,3,715
CN(Cc1c(F)cccc1Cl)C(=O)c1ccc2ccccc2n1,i,33,2%,-10,709
CCc1ccccc1NC(=O)CSc1nnc(CNC(=O)c2ccco2)n1C,i,20,7%,-2,872
NC(=O)c1oc2ccccc2c1NC(=O)c1ccc([N+](=O)[O-])o1,i,19,5%,-20,758
COc1ccc(S(=O)(=O)N(C)CC(=O)NC2CCCC2)cc1OC,i,68,5%,-1,674
O=S(=O)(/N=C(/Nc1cccc2ccccc12)c1ccccc1)c1ccccc1,i,18,-2%,-19,833
COc1ccc(-c2nc(CS(=O)CC(=O)NCCc3ccc(OC)c(OC)c3)c(C)o2)cc1 (stereo not drawn),i,5,-8%,-2,727
COc1ccc(C(C(=O)NCc2ccc(F)cc2)N(Cc2cccnc2)C(=O)c2snc(C(N)=O)c2N)cc1 (stereo not drawn),i,34,1%,0,782
CCCCCCCCCCOC(=O)Cn1c(COc2cccc(C)c2)[n+](C)c2ccccc21,i,46,19µM*,-80,563
O=C(NCc1ccc2c(c1)OCO2)c1ccc(CS(=O)Cc2ccc(Cl)cc2)o1 (stereo not drawn),i,3,0%,-1,703
COc1cccc(N(C(=O)CNC(=O)c2ccco2)C(C(=O)NC2CCCCC2)c2cccnc2)c1 (stereo not drawn),i,18,-3%,-8,844
Cc1ccc(N=Cc2c(O)c3ccccc3oc2=O)c(C)c1,i,59,-1%,-3,852
CCC1CCCCN1S(=O)(=O)c1ccc(-n2cnnn2)c(C)c1 (stereo not drawn),i,32,-2%,-14,715
COc1ccc(CNS(=O)(=O)NCc2ccccc2F)cc1,i,64,-2%,12,721
CN1CCN(C(=S)NC(=O)c2cccc([N+](=O)[O-])c2)CC1,i,75,1%,17,914
O=C(NC1CCN(C(=O)Nc2ccc(F)cc2)CC1)c1ccccc1F,i,17,-4%,-4,803
COc1ccc(NC(=O)CN2CCCCCC2)cc1OC,i,21,-2%,-1,718
CC(=O)Oc1ccc(C(=O)Nc2ccccc2C(=O)Nc2ccc(C(=O)O)cc2)cc1,i,16,-5%,1,804
CN(CCNC(=O)C1CCC(=O)N(Cc2ccc(Cl)cc2)C1)CCc1ccccc1 (stereo not drawn),i,57,-9%,-10,852
CCN1CCN(C(=O)/C=C/c2ccc(C)cc2)CC1,i,2,-6%,-1,837
CC[C@H](C)[C@@H](CN[C@H](C)CNC)NCCC(c1ccccc1)c1ccccc1,i,15,16%,-14,709
CC1CC(C)CN(C(=O)CCNC(=O)Cn2cnc3ccccc3c2=O)C1 (stereo not drawn),i,46,-4%,-3,777
O=S(=O)(Nc1ccon1)c1ccc(Br)s1,i,72,1%,45,702
CCOc1cccc2sc(N(CCN(CC)CC)C(=O)c3ccc(S(=O)(=O)N4CCCC4)cc3)nc12,i,68,5%,-1,846
CN(C)CCCN(C(=O)c1ccc(S(=O)(=O)N2CCOCC2)cc1)c1nc2cc3c(cc2s1)OCO3,i,65,-3%,19,876
O=C(CNC(=O)Cc1cccc2ccccc12)NCc1ccc(F)cc1,i,21,6%,17,835
O=S(=O)(Cc1ccccc1Cl)NCCc1ccc(F)cc1,i,54,4%,1,823
COCc1cc(C)nc(SCC(=O)NCC2CCCO2)c1C#N (stereo not drawn),i,30,1%,29,809
CC(Sc1nnc(N)s1)C(=O)Nc1nccs1 (stereo not drawn),i,36,-4%,8,739
O=C(Nc1ccnn1C1CCN(C(=O)c2cccc(C(F)(F)F)c2)CC1)C1CC1,i,66,-3%,-6,643
CCc1nn(CC(=O)NCCCc2ccccc2)c(=O)c2cc3cc(F)ccc3n12,i,20,-5%,21,706
COc1ccc(C(=O)Cn2cnc3ccccc3c2=O)cc1OC,i,30,-3%,-1,742

Record cards, as listed above.
Results for CCC1CCCCN1S(=O)(=O)c1ccc(-n2cnnn2)c(C)c1 (stereo not drawn) → T cell HTS: i; T cell HTS vesicle-bound %: 32; PhoP inhibition: -2%; Lipid droplet: -14; Lipid droplet cells 6.5 µM: 715
Results for COc1ccc(C(C(=O)NCc2ccc(F)cc2)N(Cc2cccnc2)C(=O)c2snc(C(N)=O)c2N)cc1 (stereo not drawn) → T cell HTS: i; T cell HTS vesicle-bound %: 34; PhoP inhibition: 1%; Lipid droplet: 0; Lipid droplet cells 6.5 µM: 782

Additional results.
mol,T cell HTS,T cell HTS vesicle-bound %,PhoP inhibition,Lipid droplet,Lipid droplet cells 6.5 µM
COc1cc(C(C(=O)NC(C)(C)C)N(C(=O)CNC(=O)c2cccs2)c2cccnc2)cc(OC)c1OC (stereo not drawn),i,57,-6%,4,801
Cc1cc(C)cc(NC(=O)N2CCC(NC(=O)c3ccco3)CC2)c1,i,16,0%,-8,741
CC(C)NC(=O)C(c1ccc(F)cc1)N(C(=O)CCC(=O)Nc1ccccn1)C1CCCC1 (stereo not drawn),i,8,2%,-22,779
CSc1ccccc1OCc1cc(C(=O)N2CCN(C)C(c3ccccc3)C2)no1 (stereo not drawn),i,39,3%,-3,660
COc1ccccc1NS(=O)(=O)c1ccc(NC(=O)c2[nH]nc(OC)c2[N+](=O)[O-])cc1,i,30,2%,17,726
COc1ccc(CC(=O)NC(c2ccccc2)c2ccc(C)cc2)c(OC)c1 (stereo not drawn),i,25,-4%,7,817
COCc1cc(C)nc(SCc2ccc(Cl)cc2)c1C#N,i,35,5%,-26,805
CC(NCc1cccnc1)c1ccccc1 (stereo not drawn),i,11,3%,-7,802
Cc1cc(C)c2oc(-c3cccc(N)c3)nc2c1,i,59,-2%,0,827
O=C(CC1C(=O)NCCN1Cc1ccc(F)cc1Cl)NCc1ccon1 (stereo not drawn),i,34,-2%,9,716
CCOc1ccc(N(CC(=O)Nc2cc(OC)cc(OC)c2)S(=O)(=O)c2c(C)[nH]c(=O)[nH]c2=O)cc1,i,40,2%,18,726
CC/C(=N\NC(=O)C1CCCC1)c1ccc(Br)cc1,i,55,2%,-3,853
Cc1cc(C)c(CSc2nnnn2-c2ccc(C(=O)O)cc2)c(C)c1,i,8,-7%,6,833
CCC(=O)Nc1c2c(nn1-c1ccc(F)cc1)CS(=O)(=O)C2,i,39,-2%,0,743
CC1CCC(CN2C(Nc3ccccc3)=NC[C@@H]2C)CC1 (stereo partly drawn),i,20,4%,-6,775
CC(OC(=O)c1ccc(S(=O)(=O)N2CCCCC2)cc1)C(=O)NC1CCCCC1C (stereo not drawn),i,49,-2%,11,864
CCn1cc(/C=C(\NC(=O)c2ccc(OC)c(OC)c2)C(=O)NCCN2CCOCC2)c2ccccc21,i,32,-7%,23,734
CCOC(=O)c1c(C)[nH]c(C(=O)N/N=C/c2ccc(OC)c(OC)c2)c1C,i,8,-3%,-3,646
Cc1cc(C(=O)Nc2cccc([N+](=O)[O-])c2C)cs1,i,17,2%,-1,813
C[C@H](NC(=O)N1CCn2c1nc1ccccc12)C(=O)NCCc1ccccc1,i,32,-2%,-8,664
Cc1cc(C)c(S(=O)(=O)/N=C2\C=C(Nc3ccc(C(=O)O)cc3)C(=O)c3ccccc32)c(C)c1,i,19,16%,-15,817
COc1ccc(CCNS(=O)(=O)c2ccc3c(c2)NC(=O)C(C)S3)cc1OC (stereo not drawn),i,28,12%,-16,672
CCCN1C(=O)c2ccccc2NC1c1ccc(Br)cc1 (stereo not drawn),i,58,-3%,5,836
CC(=O)N1c2ccc(S(=O)(=O)NCCC(=O)NC3CCC(C)CC3)cc2CC1C (stereo not drawn),i,7,-4%,3,738
CCCCOc1cccc(C2/C(=C(/O)c3ccc4c(c3)CC(C)O4)C(=O)C(=O)N2CCN2CCOCC2)c1 (stereo not drawn),i,20,-4%,15,762

Among those listed so far, 4 have an NH in an aromatic ring:
mol,T cell HTS,T cell HTS vesicle-bound %,PhoP inhibition,Lipid droplet,Lipid droplet cells 6.5 µM
O=C(NCCc1c[nH]c2ccccc12)C1CCC(=O)N(CCc2cccc(F)c2)C1 (stereo not drawn),i,67,-4%,-5,810
COc1ccccc1NS(=O)(=O)c1ccc(NC(=O)c2[nH]nc(OC)c2[N+](=O)[O-])cc1,i,30,2%,17,726
CCOc1ccc(N(CC(=O)Nc2cc(OC)cc(OC)c2)S(=O)(=O)c2c(C)[nH]c(=O)[nH]c2=O)cc1,i,40,2%,18,726
CCOC(=O)c1c(C)[nH]c(C(=O)N/N=C/c2ccc(OC)c(OC)c2)c1C,i,8,-3%,-3,646

(continued)
mol,T cell HTS,T cell HTS vesicle-bound %,PhoP inhibition,Lipid droplet,Lipid droplet cells 6.5 µM
COc1ccc(OCC(=O)Nc2ccccc2C(=O)Nc2ccc(C(=O)O)cc2)cc1,i,15,3%,9,688
CCOc1ccccc1/C=N/NC(=O)c1c(C)nc2ccc(Br)cn12,i,32,9%,-15,798
O=C(O)c1ccc2c(c1)OCCOCCOCCOCCOCCO2,i,35,8%,-12,819
CCc1nnc(NC(=O)CCC(=O)Nc2ccc(OC)cc2OC)s1,i,14,2%,-4,813
CCOCCCN(C)C1CCN(C(=O)c2oc3ccccc3c2NC(=O)Cc2ccc([N+](=O)[O-])cc2)CC1,i,25,3%,-52,565
CN(Cc1cccc(F)c1)C(=O)c1ccc2c(=O)n3c(nc2c1)CCC3,i,55,-1%,4,825
CC(C)OC(=O)c1ccc2nc3ccccc3nc2c1,i,29,3%,0,874
NS(=O)(=O)c1ccc(CNC(=O)c2sccc2-c2ccccc2)cc1,i,16,-7%,-8,770
COc1ccc(NC(=O)C(NC(C)=O)C(=O)Nc2ccc(F)cc2)cc1 (stereo not drawn),i,59,-8%,10,888
COc1cccc(/C=C2\SC(N3CCC(C)CC3)=NC2=O)c1OC,i,64,-4%,-1,841
CCCCN(C)CCNC(=O)C1CCN(S(=O)(=O)c2cccc3nsnc23)CC1,i,26,5%,18,723
COc1ccc(CCNS(=O)(=O)c2ccc(Cl)cc2)cc1OC,i,41,-6%,-13,820
CCN(c1cccc(C)c1)S(=O)(=O)c1ccc2c(c1)NC(=O)CS2,i,38,6%,-2,821
COc1ccc(S(=O)(=O)Cc2ccc(C(=O)NCc3ccc(C)cc3)o2)cc1,i,16,4%,-5,755

An excerpt. The share of hits here may be higher or lower than overall.
